PAX8 inh HTS: lowers PAX8-driven luciferase in RMG-I cells | RMG-I TPO-luciferase reporter, SteadyGlo, 24 h | inhibition, % at 12.6 µM | hit rate 1.2% among 360,000 | AID 652154;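 active = mean replicate inhibition at least 60% with every replicate also reaching 60%; inconclusive = only one of the two criteria is met; inactive = mean below 60% and not all replicates reaching 60%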;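 note: luciferase light reporting Pax8 driven TPO promoter activity; plate controls were median of neutral control wells for no effect and mitoxantrone controls for full effect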
Casp6 inh: caspase-6 (human) enzyme inhibition | P55212 | purified caspase-6, Z-VEID-R110 cleavage fluorescence | inhibition, % at 12.5 µM | hit rate 0.53% among 350,000 | AID 686996;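 active = mean inhibition across replicates at least about 35%, with every replicate also reaching that limit, limit read from the data; inconclusive = only one of the two criteria met; inactive = neither criterion met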;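 note: 0% = median of neutral control wells and 100% = no fluorescence left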
Target sequence (P55212 24-179 limits assumed): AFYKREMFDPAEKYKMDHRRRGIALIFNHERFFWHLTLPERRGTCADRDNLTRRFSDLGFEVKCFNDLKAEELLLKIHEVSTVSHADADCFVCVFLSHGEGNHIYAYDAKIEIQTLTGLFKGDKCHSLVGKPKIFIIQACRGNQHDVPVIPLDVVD
Target sequence (P55212 194-293 limits assumed): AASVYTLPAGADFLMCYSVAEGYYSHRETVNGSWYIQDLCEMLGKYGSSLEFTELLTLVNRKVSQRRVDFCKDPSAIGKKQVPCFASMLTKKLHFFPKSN
DENV2 CPE: DENV2-induced cell death inhibition; DENV2-infected cells, cytopathic effect rescue, plate reader; CPE inhibition, % at 9.99 µM; hit rate 1.7% among 350,000; AID 651640; in the data active = CPE inhibition above about 20%, passing the limit was not always enough; inconclusive = no clear call, values can overlap the other calls; tested in BHK-21 cells;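 note: 0% = median of neutral control wells and 100% = median of positive control wells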
EWS-Fli block: EWS/Fli transcriptional activity inhibition | AID 651661 | hit rate 0.67% among 350,000 | inhibition, % at 12.6 µM | A673 NR0B1-luciferase reporter, viability-normalised;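 active = mean inhibition of at least 50% after viability correction, with every replicate also passing that limit; inconclusive = mean reaches 50% but only one of two replicates passes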;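 note: firefly luciferase signal divided by Alamar Blue viability fluorescence both relative to DMSO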
ARNT TACC3 PPI: disrupts binding between human ARNT and TACC3; Q9Y6A5; AlphaScreen His-ARNT PAS-B/GST-TACC3 binding, luminescence; TACC3 fragment carries E629A point mutation; inhibition, % at 9.99 µM; hit rate 0.66% among 390,000;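 active = mean inhibition of replicates at least 50% and at least half of replicates each reaching 50%; inconclusive = half or more replicates reach 50% but mean below 50%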;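 note: 0% = complete ARNT plus TACC3 wells and 100% = ARNT alone without TACC3; many hits fall short of the cut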
LGR2 antag: inhibitors of bursicon-induced Drosophila LGR2 receptor cAMP signaling; HEK293 LGR2, CRE-luciferase, bursicon-stimulated, 4 h; inhibition, % at 9.99 µM; hit rate 0.35% among 380,000;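 active = drop in luminescence signal, shown as inhibition above about 50% in the replicate tests, limit read from the data, passing the limit was not always enough; inconclusive = probably only some replicates passing the limit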;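 note: agonist challenge used bursicon conditioned medium at about half maximal strength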
SIRT5 inh: blocks human SIRT5 desuccinylation of peptide. Q9NXA8. Purified SirT5, succinyl-peptide AMC, trypsin-coupled fluorescence. inhibition, % at 15 µM. hit rate 1.1% among 330,000. AID 652115; in the data active = inhibition above about 15%; inconclusive = no clear call, values can overlap the other calls
Target sequence (Q9NXA8 whole entry, looked up): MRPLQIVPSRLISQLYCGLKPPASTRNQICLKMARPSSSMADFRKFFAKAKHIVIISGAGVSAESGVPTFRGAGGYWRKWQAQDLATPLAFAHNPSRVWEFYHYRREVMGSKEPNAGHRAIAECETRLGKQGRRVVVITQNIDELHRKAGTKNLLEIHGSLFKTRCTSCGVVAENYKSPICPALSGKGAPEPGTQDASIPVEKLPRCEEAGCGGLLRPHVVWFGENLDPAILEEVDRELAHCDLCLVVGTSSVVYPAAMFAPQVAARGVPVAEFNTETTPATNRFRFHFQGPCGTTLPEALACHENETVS
An asterisk follows results filed as active; & = joins results of further samples; ! = a repeat was not active.

Preview, 6 compounds:
What do the screens show for `CNC[C@H]1Oc2c(NC(=O)Nc3cccc4ccccc34)cccc2C(=O)N([C@@H](C)CO)C[C@H]1C`?
PAX8 inh HTS: 6; DENV2 CPE: inconclusive; EWS-Fli block: 8; LGR2 antag: 0; SIRT5 inh: -4

How did CC(C)c1onc(C(=O)NC(C)c2ccccc2)c1[N+](=O)[O-] (stereo unspecified) do in these assays?
PAX8 inh HTS: 7; Casp6 inh: 0; DENV2 CPE: -1; EWS-Fli block: 2; ARNT TACC3 PPI: 0; LGR2 antag: 12; SIRT5 inh: -5

How did COCC(=O)N1CC[C@@H]2[C@@H](CO)Nc3ccc(-c4ccc(C(=O)N(C)C)cc4)cc3[C@@H]21 do in these assays?
PAX8 inh HTS: -4; Casp6 inh: -2; DENV2 CPE: 6; EWS-Fli block: -4; ARNT TACC3 PPI: -12; LGR2 antag: -10; SIRT5 inh: -8

Results for C[C@H](CO)N1C[C@H](C)[C@@H](CN(C)C(=O)Nc2ccccc2)Oc2ccc(NC(=O)Nc3ccc4c(c3)OCO4)cc2C1=O ?
PAX8 inh HTS: 6&7; Casp6 inh: 7; DENV2 CPE: -6; EWS-Fli block: -10&-10; ARNT TACC3 PPI: 1&24; LGR2 antag: 8&-15

How did OCC[C@H]1C[C@@H](O)[C@H](O)[C@@]2(CCCc3ccccc3O2)O1 do in these assays?
PAX8 inh HTS: -6; Casp6 inh: -1; DENV2 CPE: -9; EWS-Fli block: -11; ARNT TACC3 PPI: 6; LGR2 antag: 1; SIRT5 inh: 3

Results for CCOCc1nnc(NC(=O)CSCc2ccccc2)s1 ?
PAX8 inh HTS: 7; Casp6 inh: 2; ARNT TACC3 PPI: 1; LGR2 antag: -7; SIRT5 inh: 2

The list itself, from the start:
What do the screens show for `CNC[C@H]1Oc2c(NC(=O)Nc3cccc4ccccc34)cccc2C(=O)N([C@@H](C)CO)C[C@H]1C`?
PAX8 inh HTS: 6; DENV2 CPE: inconclusive; EWS-Fli block: 8; LGR2 antag: 0; SIRT5 inh: -4

How did CC(C)c1onc(C(=O)NC(C)c2ccccc2)c1[N+](=O)[O-] (stereo unspecified) do in these assays?
PAX8 inh HTS: 7; Casp6 inh: 0; DENV2 CPE: -1; EWS-Fli block: 2; ARNT TACC3 PPI: 0; LGR2 antag: 12; SIRT5 inh: -5

How did COCC(=O)N1CC[C@@H]2[C@@H](CO)Nc3ccc(-c4ccc(C(=O)N(C)C)cc4)cc3[C@@H]21 do in these assays?
PAX8 inh HTS: -4; Casp6 inh: -2; DENV2 CPE: 6; EWS-Fli block: -4; ARNT TACC3 PPI: -12; LGR2 antag: -10; SIRT5 inh: -8

Results for C[C@H](CO)N1C[C@H](C)[C@@H](CN(C)C(=O)Nc2ccccc2)Oc2ccc(NC(=O)Nc3ccc4c(c3)OCO4)cc2C1=O ?
PAX8 inh HTS: 6&7; Casp6 inh: 7; DENV2 CPE: -6; EWS-Fli block: -10&-10; ARNT TACC3 PPI: 1&24; LGR2 antag: 8&-15

How did OCC[C@H]1C[C@@H](O)[C@H](O)[C@@]2(CCCc3ccccc3O2)O1 do in these assays?
PAX8 inh HTS: -6; Casp6 inh: -1; DENV2 CPE: -9; EWS-Fli block: -11; ARNT TACC3 PPI: 6; LGR2 antag: 1; SIRT5 inh: 3

Results for CCOCc1nnc(NC(=O)CSCc2ccccc2)s1 ?
PAX8 inh HTS: 7; Casp6 inh: 2; ARNT TACC3 PPI: 1; LGR2 antag: -7; SIRT5 inh: 2

How did COc1cc(-c2cc(NC=O)c3ncc(-c4ccccc4)n3c2)cc(OC)c1OC do in these assays?
PAX8 inh HTS: 15; Casp6 inh: 4; DENV2 CPE: 4; EWS-Fli block: 12; LGR2 antag: -14

Results for CCn1c(SCc2nc3ccccc3c(=O)[nH]2)nnc1C(C)NC(=O)c1ccccc1 (stereo unspecified) ?
PAX8 inh HTS: 6; Casp6 inh: 1; DENV2 CPE: 3; EWS-Fli block: 4; ARNT TACC3 PPI: 11; LGR2 antag: -10; SIRT5 inh: 0

What do the screens show for `O=S1(=O)N[C@@H](Cc2ccccc2)COc2cc(N3CCSCC3)ccc21`?
PAX8 inh HTS: -7; Casp6 inh: -2; DENV2 CPE: 4; EWS-Fli block: -1; LGR2 antag: 12; SIRT5 inh: -2

What do the screens show for `Cc1cccc(NC(=O)CSc2nnc(NC(=O)CN3CCCCC3)s2)c1`?
PAX8 inh HTS: -7; Casp6 inh: 3; DENV2 CPE: -5; EWS-Fli block: -10; LGR2 antag: 2; SIRT5 inh: 6

How did C/C(=N/Nc1ncc(Br)cn1)c1ccc([N+](=O)[O-])cc1 do in these assays?
PAX8 inh HTS: -27; Casp6 inh: 1; DENV2 CPE: 1; EWS-Fli block: -24; ARNT TACC3 PPI: 9; SIRT5 inh: 3

What do the screens show for `CCC(O)(c1ccccc1)C(CN1CCOCC1)c1ccccc1` (stereo unspecified)?
PAX8 inh HTS: 13; Casp6 inh: 3; DENV2 CPE: 8; EWS-Fli block: -1; ARNT TACC3 PPI: 0; LGR2 antag: 4; SIRT5 inh: 5

Results for C[C@H](CO)N1C[C@H](C)[C@@H](CN(C)S(=O)(=O)c2ccc(Cl)cc2)Oc2c(NC(=O)Nc3cccc4ccccc34)cccc2C1=O ?
Casp6 inh: -1; DENV2 CPE: -4; EWS-Fli block: 22; ARNT TACC3 PPI: 52*; LGR2 antag: 1; SIRT5 inh: 2

How did C[C@@H]1CN([C@H](C)CO)C(=O)Cc2cc(NC(=O)Cn3cnnn3)ccc2O[C@@H]1CN(C)C do in these assays?
PAX8 inh HTS: -5; Casp6 inh: -2; DENV2 CPE: -3; EWS-Fli block: 0; ARNT TACC3 PPI: -7; LGR2 antag: 2; SIRT5 inh: -7

What do the screens show for `COc1ccccc1/C=N/NC(=O)c1ccc(CN2C(=O)c3cccc4cccc2c34)cc1`?
PAX8 inh HTS: 5; Casp6 inh: 0; DENV2 CPE: 0; EWS-Fli block: 2; ARNT TACC3 PPI: -14; LGR2 antag: 1; SIRT5 inh: -6

What do the screens show for `C[C@@H]1CN([C@H](C)CO)C(=O)c2ccccc2-c2ccccc2CO[C@H]1CN(C)C(=O)Nc1ccccc1C(F)(F)F`?
PAX8 inh HTS: -12; Casp6 inh: 1; DENV2 CPE: -2; EWS-Fli block: 1; ARNT TACC3 PPI: -5; LGR2 antag: 2

Results for COC(=O)C[C@H]1N(S(=O)(=O)c2ccc(C)cc2)C(C(C)C)CC1(C(=O)OC)C(=O)OC (stereo partly specified) ?
PAX8 inh HTS: 1; Casp6 inh: -4; DENV2 CPE: 1; EWS-Fli block: -6; LGR2 antag: -9; SIRT5 inh: -18

What do the screens show for `COc1cccc(/C=C/C(=O)OCC(=O)Nc2cccc(S(=O)(=O)NC3=NCCCCC3)c2)c1`?
PAX8 inh HTS: 3; Casp6 inh: -2; DENV2 CPE: 4; EWS-Fli block: 4; ARNT TACC3 PPI: -5; LGR2 antag: 12; SIRT5 inh: -5

Results for COc1ccc(NS(=O)(=O)c2ccc(N3CCCC3)c(NC(=S)Nc3ccc(SC(F)F)cc3)c2)cc1 ?
PAX8 inh HTS: 101*; Casp6 inh: 1; DENV2 CPE: 1; EWS-Fli block: 3; ARNT TACC3 PPI: -5; LGR2 antag: -6; SIRT5 inh: 6

How did CNC(=O)NC(=O)C(OC(=O)CCNS(=O)(=O)c1ccccc1)c1ccccc1 (stereo unspecified) do in these assays?
PAX8 inh HTS: -7; Casp6 inh: 2; DENV2 CPE: -8; ARNT TACC3 PPI: -9; LGR2 antag: 6; SIRT5 inh: 0

How did O=C(CNC(=O)c1cccc(Cl)c1)N/N=C/c1cccnc1 do in these assays?
PAX8 inh HTS: 14; Casp6 inh: 1; DENV2 CPE: 3; EWS-Fli block: 5; LGR2 antag: 5; SIRT5 inh: 1

What do the screens show for `CCn1c(CNC(=O)c2ccco2)nnc1SCC(=O)c1ccc(F)cc1`?
PAX8 inh HTS: 6; Casp6 inh: 1; DENV2 CPE: 3; EWS-Fli block: 0; ARNT TACC3 PPI: -5; LGR2 antag: -32; SIRT5 inh: -2

Results for CCOC(=O)c1c(NC(=O)Cn2nc(C(F)(F)F)cc2C)sc(C)c1C ?
PAX8 inh HTS: 8; ARNT TACC3 PPI: -23; LGR2 antag: 3

What do the screens show for `CC(=O)NN1C(=O)/C(=C2/Sc3ccc(Cl)cc3N2C)SC1=S`?
PAX8 inh HTS: 26; Casp6 inh: 3; DENV2 CPE: 0; EWS-Fli block: -32; ARNT TACC3 PPI: 22; LGR2 antag: -5; SIRT5 inh: 1

Results for Cc1ccc(C)c(NC(=S)N2CCC(NC(=O)c3ccccc3)CC2)c1 ?
PAX8 inh HTS: 4; DENV2 CPE: -3; EWS-Fli block: 2; ARNT TACC3 PPI: -31; LGR2 antag: 0; SIRT5 inh: 8

How did C#Cc1ccc([C@H]2C=C(C(=O)NCc3ccccc3)O[C@@H](OCC)[C@@H]2CCCO)cc1 do in these assays?
PAX8 inh HTS: 6&16; Casp6 inh: -3&-1; DENV2 CPE: -1&-6; EWS-Fli block: 20&-6; ARNT TACC3 PPI: 0&1; LGR2 antag: 7; SIRT5 inh: 21*!

What do the screens show for `O=[N+]([O-])c1cc(/C=N\O)ccc1Oc1ccc(F)cc1`?
PAX8 inh HTS: -24; Casp6 inh: 4; DENV2 CPE: -1; EWS-Fli block: -2; ARNT TACC3 PPI: -3; LGR2 antag: -11; SIRT5 inh: 2

How did Cc1ccccc1-n1c(C)n[nH]c1=S do in these assays?
Casp6 inh: 3; DENV2 CPE: -7; EWS-Fli block: -3; ARNT TACC3 PPI: -1; LGR2 antag: 12; SIRT5 inh: 4

How did Cc1c(C)c(C)c(CN2CCCC2)c(C)c1C do in these assays?
PAX8 inh HTS: 41; Casp6 inh: 1; DENV2 CPE: 5; EWS-Fli block: -5; ARNT TACC3 PPI: -6; LGR2 antag: 15; SIRT5 inh: -2

How did COc1ccc2c3c(n(C)c2c1)[C@H](CO)N(CC1CC1)CC31CN(Cc2nccs2)C1 do in these assays?
PAX8 inh HTS: -5; Casp6 inh: -7; DENV2 CPE: -5; EWS-Fli block: -6; LGR2 antag: 15; SIRT5 inh: 4

Results for Cc1ccc(Nc2c(-c3ccccn3)nc3cccc(C)n23)cc1 ?
PAX8 inh HTS: 53; Casp6 inh: 4; DENV2 CPE: 3; EWS-Fli block: 49; ARNT TACC3 PPI: 56*; LGR2 antag: 33; SIRT5 inh: -1

Results for CC1CCN(C2CC(=O)N(c3ccccc3)C2=O)CC1 (stereo unspecified) ?
PAX8 inh HTS: -15; Casp6 inh: 1; DENV2 CPE: 9; EWS-Fli block: 4; ARNT TACC3 PPI: -4; LGR2 antag: 1; SIRT5 inh: -1

How did COc1ccccc1Nc1nc2cc(C)ccc2cc1C#N do in these assays?
PAX8 inh HTS: 26; Casp6 inh: 1; DENV2 CPE: -1; EWS-Fli block: 0; ARNT TACC3 PPI: -2; LGR2 antag: -11; SIRT5 inh: 1

What do the screens show for `CS(=O)(=O)N1CCN(C(=O)c2cc(-c3cccnc3)nc3ccc(Cl)cc23)CC1`?
PAX8 inh HTS: -1; Casp6 inh: 2; EWS-Fli block: -9; ARNT TACC3 PPI: 2; LGR2 antag: -4; SIRT5 inh: -2

What do the screens show for `O=C(Nc1ccccc1C(=O)O)c1ccc(Br)o1`?
Casp6 inh: 6; DENV2 CPE: 9; EWS-Fli block: -29; ARNT TACC3 PPI: -2; LGR2 antag: -22; SIRT5 inh: 0

What do the screens show for `OCC[C@H]1C[C@@H](O)[C@H](O)[C@]2(OCc3ccccc32)O1`?
PAX8 inh HTS: -8; Casp6 inh: 5; DENV2 CPE: -7; EWS-Fli block: -8; ARNT TACC3 PPI: 0; LGR2 antag: 6

How did Cc1ccc(S(=O)(=O)N2CCN(C(=O)C3CCN(C(=O)c4ccc(F)cc4)CC3)CC2)c(C)c1 do in these assays?
PAX8 inh HTS: 2; Casp6 inh: 1; DENV2 CPE: -7; EWS-Fli block: 14; ARNT TACC3 PPI: -5; LGR2 antag: -8; SIRT5 inh: 1

How did CCOc1ccc(-c2nnc(-c3ccncc3)o2)cc1OCC do in these assays?
PAX8 inh HTS: -28; Casp6 inh: 0; DENV2 CPE: -3; EWS-Fli block: -9; LGR2 antag: 4; SIRT5 inh: 1
